Jurkat NFkB inh: inhibitors of induced NF-kB luciferase reporter, primary screen, TCR NF-kB activation inhibitor project, cell-based, luminescence, uHTS. hit rate 0.53% among 330,000. inhibition, % at 4 µM. AID 435003, 2010. Jurkat, PMA/ionomycin-induced NF-kB luciferase reporter; in the data active = inhibition above about 50%
APJ antag: antagonists of human apelin receptor APJ, primary screen, CHO-K1 cells, beta-arrestin complementation, luminescence; P35414; inhibition, % at 20 µM; hit rate 0.32% among 330,000; AID 2521, 2010;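 active = inhibition above about 40% at 20 µM, limit read from the data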;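 also: cells challenged with 10 nM apelin-13 agonist together with compound; plate controls were apelin-13 plus DMSO wells for no effect and DMSO wells lacking apelin-13 for full effect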
APJ ag: agonists of human apelin receptor APJ, primary screen, CHO-K1 cells, PathHunter beta-arrestin, luminescence; P35414; 0% DMSO wells, 100% apelin; activation, % at 20 µM; hit rate 0.11% among 330,000; AID 2520, 2010;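 active = activation more than six SD over the plate average, tested at 20 µM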;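 also: 0% = DMSO alone and 100% = apelin-13 at 10 nM; some results filed as inactive read as strong as hits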
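Assay system: engineered CHO-K1 APJ arrestin reporter cells; Amount: 1000 CHO-K1 reporter cells seeded per well; Dosing: one dose, 20 µM compound, 1% DMSO; Times: compound stimulation 90 min at 25 °C, detection 60 min; Measured by: luminescent beta-gal fragment complementation, chemiluminescent substrate; Read-out: APJ–arrestin association signal; Controls: DMSO vs Apelin-13 10 nM.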
tim23-1 inh: growth inhibitors of tim23-1 mutant yeast, primary screen, luminescence, uHTS | S. cerevisiae tim23-1 growth, BacTiter-Glo luminescence, 24 h | inhibition, % at 20 µM | hit rate 1.3% among 330,000 | AID 463212, 2010;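 active = growth inhibition of the mutant yeast at or above 50%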;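 also: temperature-sensitive mutant grown at 25 °C; plate controls were DMSO-treated mutant yeast for no effect and medium wells lacking yeast for full effect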
UPR CHOP act: activators of apoptotic CHOP UPR arm, primary screen, cell-based, CHO-CHOP luciferase reporter, luminescence, uHTS; UPR activation; percent of tunicamycin response over DMSO baseline; activation, % at 10 µM; AID 449763, 2010; hit rate 0.34% among 330,000;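 active = at 10 µM dose, activation of 40% or more, normalized to positive control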;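 also: 100% = tunicamycin at 10 µg/mL and 0% = DMSO alone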
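System: CHO-CHOP luciferase reporter cell line; amount: 500 cells/well; buffer or medium: F12 medium containing 10% fetal bovine serum; incubation: 6 h compound exposure at 37 °C after overnight seeding; measured by: luciferase luminescence after 10 min with Steady-Glo reagent; evaluation: % reporter activation, DMSO baseline versus tunicamycin full activation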
697 NFkB inh: inhibitors of PMA/ionomycin-induced NF-kB reporter, 697 cells, primary screen, B-cell NF-kB inhibitor project, cell-based, luminescence, uHTS. 697 B-cell NF-kB luciferase reporter, 16 h. inhibition, % at 4 µM. hit rate 0.33% among 330,000. AID 435022, 2010; in the data active = inhibition above about 35%
Mdm2-MdmX inh: inhibitors of human Mdm2-MdmX association, primary screen, cell-based, luminescence, split luciferase, SaOS-2, uHTS. Protein Mdm4 (Homo sapiens) + E3 ubiquitin-protein ligase Mdm2 (Homo sapiens), …. SaOS-2 split-luciferase Mdm2/MdmX complementation. inhibition, % at 8 µM. hit rate 3% among 330,000;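 active = inhibition of at least 50% at 8 µM in the primary screen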
Target sequence (O15151 whole entry, looked up): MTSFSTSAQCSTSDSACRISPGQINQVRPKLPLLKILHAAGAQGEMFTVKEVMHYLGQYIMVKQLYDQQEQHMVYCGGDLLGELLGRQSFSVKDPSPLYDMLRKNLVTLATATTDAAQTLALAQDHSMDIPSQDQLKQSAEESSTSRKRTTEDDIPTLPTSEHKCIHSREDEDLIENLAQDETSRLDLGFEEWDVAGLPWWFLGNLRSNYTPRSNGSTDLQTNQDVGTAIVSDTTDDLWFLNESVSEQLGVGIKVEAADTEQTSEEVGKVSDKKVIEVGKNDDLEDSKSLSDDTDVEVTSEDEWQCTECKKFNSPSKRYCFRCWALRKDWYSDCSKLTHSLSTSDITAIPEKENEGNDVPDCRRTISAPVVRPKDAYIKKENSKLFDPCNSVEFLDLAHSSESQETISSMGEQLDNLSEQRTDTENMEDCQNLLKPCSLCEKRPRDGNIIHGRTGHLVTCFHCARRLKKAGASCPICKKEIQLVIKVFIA
Target sequence (Q00987 whole entry, looked up): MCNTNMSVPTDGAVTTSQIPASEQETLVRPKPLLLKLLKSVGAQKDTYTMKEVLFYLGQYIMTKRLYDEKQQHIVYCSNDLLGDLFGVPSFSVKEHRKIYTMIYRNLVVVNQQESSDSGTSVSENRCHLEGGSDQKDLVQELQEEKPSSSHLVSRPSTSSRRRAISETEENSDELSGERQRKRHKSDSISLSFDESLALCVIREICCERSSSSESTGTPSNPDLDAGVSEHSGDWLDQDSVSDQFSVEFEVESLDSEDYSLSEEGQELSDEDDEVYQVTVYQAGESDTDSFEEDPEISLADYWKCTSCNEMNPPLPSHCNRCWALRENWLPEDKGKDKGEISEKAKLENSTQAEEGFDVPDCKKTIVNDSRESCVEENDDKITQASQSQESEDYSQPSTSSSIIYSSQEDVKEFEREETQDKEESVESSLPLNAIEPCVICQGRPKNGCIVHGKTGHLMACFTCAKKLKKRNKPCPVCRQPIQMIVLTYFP
XBP1 UPR activ: activators of adaptive XBP1 UPR arm, primary screen, cell-based, CHO-XBP1 luciferase reporter, luminescence, uHTS. IRE1-XBP1 UPR activation; percent of tunicamycin response, DMSO as zero. activation, % at 20 µM. hit rate 0.33% among 330,000. AID 463104, 2010;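 active = versus positive control, 20 µM dose yields 30% or more activation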;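 also: 100% = tunicamycin at 10 µg/mL and 0% = DMSO only wells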
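incubation = overnight seeding at 37 °C, 6 h compound treatment at 37 °C | assay system = CHO-XBP1 cells stably carrying IRE1-XBP1-driven luciferase reporter | input = 1000 cells per well | detection = luciferase luminescence | dosing = single point, 20 µM final compound, 1% DMSO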
* hit, by the source's call; nt = not tested or not shown.

Preview:
#	Structure	Jurkat NFkB inh	APJ antag	APJ ag	tim23-1 inh
1	CCN(C[C@H]1N[C@@](C)(C(=O)OC)[C@H]2C(=O)N(Cc3ccccc3)C(=O)[C@@H]12)C(=O)C1CCCCC1	-8	8	-3	14
2	O=C(CCc1ccccc1)NNC(=S)NCc1ccc(Cl)cc1	5	10	0	6

#	UPR CHOP act	697 NFkB inh	Mdm2-MdmX inh	XBP1 UPR activ
1	0.5	-5	9	1
2	3.9	-4	5	-4

This part in full, repeating the preview:
#	Structure	Jurkat NFkB inh	APJ antag	APJ ag	tim23-1 inh
1	CCN(C[C@H]1N[C@@](C)(C(=O)OC)[C@H]2C(=O)N(Cc3ccccc3)C(=O)[C@@H]12)C(=O)C1CCCCC1	-8	8	-3	14
2	O=C(CCc1ccccc1)NNC(=S)NCc1ccc(Cl)cc1	5	10	0	6
3	O=C(Nc1ccc(F)cc1)Nc1nnc(-c2ccco2)s1	-78	6	0	-5
4	CCN(Cc1ccccc1)S(=O)(=O)c1ccc(C(=O)Nc2nnc(-c3ccccc3OC)o2)cc1	-6	1	-8	13
5	CCn1cc(C(=O)N2CC=C(c3ccccc3)CC2)c(=O)c2ccc(C)nc21	-5	-9	0	16
6	O=C(CCCCCCCCN1C(=O)c2ccccc2C1=O)N1CCOCC1	9	-3	-2	20
7	CC(Oc1ccccc1)C(=O)Nc1nnc(C2CCCCC2)s1 (stereo not drawn)	-18	-1	1	-10
8	CCCCc1ccc(CC(=O)Nc2cc(S(=O)(=O)N3CCOCC3)ccc2O)cc1	2	4	-5	0
9	Oc1ccccc1-c1nnc(-c2ccc(C(F)(F)F)cc2)o1	-89	-3	2	14
10	O=C(CN1CCN(c2ccc([N+](=O)[O-])cc2)CC1)Nc1ccccn1	27	8	-3	8
11	COc1ccc(C2N(C(=O)N(C)C)CCN2S(=O)(=O)c2ccc(OC)cc2)cc1 (stereo not drawn)	-17	-5	1	20
12	COc1ccc(CC(=O)N2CCN=C2SC)cc1OC	-1	2	-1	6
13	CCOc1ccc(Br)cc1S(=O)(=O)N1CCSC1	-4	-8	-4	10
14	CC1(C)C(=O)Nc2ccccc2N1C(=O)COC(=O)Cc1ccccc1F	4	3	0	20
15	CCOC(=O)C1CCN(C(=S)NC2CC3C=CC2C3)CC1 (stereo not drawn)	4	-15	1	3

#	UPR CHOP act	697 NFkB inh	Mdm2-MdmX inh	XBP1 UPR activ
1	0.5	-5	9	1
2	3.9	-4	5	-4
3	4.5	-71	-13	1
4	2.6	-59	42	-2
5	-1.9	6	15	-2
6	1.3	-6	-26	-1
7	3.9	-25	-18	2
8	-2.3	0	14	-1
9	4.3	-82	-86	0
10	1.2	-2	-7	-2
11	-2.3	4	-8	-2
12	-1.2	13	8	-1
13	-0.8	-14	-5	0
14	-0.5	1	0	1
15	-1.0	3	5	-4

A few values from the results shown:
`CCCCc1ccc(CC(=O)Nc2cc(S(=O)(=O)N3CCOCC3)ccc2O)cc1` in UPR CHOP act shows -2.3
`O=C(Nc1ccc(F)cc1)Nc1nnc(-c2ccco2)s1` in APJ ag shows 0
`O=C(CN1CCN(c2ccc([N+](=O)[O-])cc2)CC1)Nc1ccccn1` in Jurkat NFkB inh shows 27

Following part
#	Structure	Jurkat NFkB inh	APJ antag	APJ ag	tim23-1 inh
16	COc1ccc(NC(=O)C(NC(C)=O)C(=O)NCc2ccccc2Cl)cc1 (stereo not drawn)	8	13	-1	5
17	COc1cc(Cn2c(-c3nonc3N)nc3ccccc32)ccc1C	62*	4	-2	3
18	O=[N+]([O-])c1cc(-c2nc3nc4ccccc4nc3n2CCc2ccccc2)cc([N+](=O)[O-])c1	-5	-49	17*	9
19	O=C(COC(=O)/C=C/c1ccc([N+](=O)[O-])cc1)NCC1CCCO1 (stereo not drawn)	-8	-7	0	12
20	COc1cccc(N2C(=NC(=O)c3ccccc3)SC3CS(=O)(=O)CC32)c1 (stereo not drawn)	-23	9	1	5
21	O=C(Cn1cncn1)c1ccccc1	2	2	-3	10
22	CS(=O)(=O)NCCSCc1ccccc1	3	-17	-2	-13
23	CN(C)c1ccc(CNc2ncnc3sccc23)cc1	5	-18	2	8
24	Cn1c(SCC(=O)NCC2CCCO2)ncc(C(=O)Nc2ccccc2)c1=O (stereo not drawn)	-7	-42	-5	18
25	COCCn1c(-c2ccccc2F)n[nH]c1=S	2	17	-1	10
26	COc1ccc(NS(=O)(=O)c2cc(NC(=O)COc3ccccc3F)ccc2OC)cc1	-9	5	1	28
27	CCCOc1ccc(C(=O)CCC(=O)OCC(=O)N(C)c2c(N)n(Cc3ccccc3)c(=O)[nH]c2=O)cc1	-3	7	3	16
28	COc1ccc(OC)c(N/C=C/C(=O)c2ccc(OC)c(OC)c2)c1	-11	10	2	16
29	O=C(O)c1ccccc1-c1ccccc1C(=O)Nc1ccc(F)cc1	11	2	-1	6
30	N#Cc1cncc(C#Cc2ccccc2)c1	-19	-14	-3	24

#	UPR CHOP act	697 NFkB inh	Mdm2-MdmX inh	XBP1 UPR activ
16	-1.9	1	19	-1
17	-1.7	6	55*	10
18	3.4	-56	-1	1
19	1.7	-2	-28	0
20	1.6	3	-7	7
21	1.1	8	17	1
22	-2.6	13	25	-4
23	4.1	-25	-12	0
24	11	-6	9	0
25	1.8	20	-3	-1
26	2.6	7	14	1
27	1.3	-32	33	-1
28	0.3	11	34	5
29	1.7	0	20	-1
30	4.8	-7	8	4

(more compounds)
#	Structure	Jurkat NFkB inh	APJ antag	APJ ag	tim23-1 inh
31	CCOC(=O)C1=CN(Cc2cccc(F)c2)S(=O)(=O)N(CC)C1c1ccc2ccccc2c1 (stereo not drawn)	nt	nt	nt	31
32	O=S(=O)(NCc1ccccc1)c1ccc(F)cc1Br	4	7	3	25
33	O=C(COc1ccccc1-c1ccccc1)N/N=C/c1ccccn1	17	21	-2	43
34	COCCNC(=O)NC(=O)CSc1nc(C)c(C)c(C)n1	-21	-6	-2	20
35	O=C(O)/C=C/C(O)c1ccc(Cl)cc1 (stereo not drawn)	-3	10	-5	12
36	COc1ccc(Cc2nc(-c3ccc(Br)cc3)no2)cc1	-16	5	-1	-11
37	COc1ccccc1C(=O)NC(=O)COC(=O)/C(=C/c1ccccc1)NC(C)=O	-4	19	5	23
38	CCn1c(CSc2nc3ccccc3s2)nnc1SCC(N)=O	2	21	-2	0
39	Cc1oc2c(cc(NS(=O)(=O)c3ccc4c5c(cccc35)C(=O)N4)c3ccccc32)c1C(=O)OC(C)C	23	-21	-2	24
40	O=C(Cn1ccc2ccccc2c1=O)NCC(=O)N1CCN(c2ccc(F)cc2)CC1	5	-16	0	9
41	Cc1cccc(C)c1N(CC(=O)NCc1ccco1)C(=O)CNS(=O)(=O)c1ccc(F)cc1	-2	15	-3	9
42	C=CCC[C@@H](Cc1ccc(F)cc1)C(=O)OC[C@@H](NC(=O)[C@@H](CC=C)CC(=O)N[C@@H](CO)Cc1ccccc1)C(C)(C)C	2	5	-3	22
43	COc1ccc2nc(SCC(=O)C(C)(C)C)[nH]c2c1	-43	14	-2	6
44	COc1ccc(S(=O)(=O)N2CCC(C(=O)NCc3ccco3)CC2)cc1	4	-20	-3	14
45	O=C(CSCc1ccccc1Cl)Nc1ccc2c(c1)OCCO2	-162	-24	-2	44

#	UPR CHOP act	697 NFkB inh	Mdm2-MdmX inh	XBP1 UPR activ
31	1.0	-7	14	0
32	-0.6	12	-20	0
33	-0.9	-8	9	3
34	0.7	-28	12	-2
35	-1.5	24	-18	-5
36	0.8	-36	-46	-1
37	-0.4	-4	7	-5
38	0.3	20	7	0
39	0.3	21	28	0
40	-1.0	21	18	-1
41	-1.3	-4	-1	-3
42	3.5	10	33	3
43	4.7	-63	-51	2
44	-0.2	4	4	0
45	0.9	-32	-63	5

Rewritten in markdown: two of the compounds above.
| nr | SMILES | Jurkat NFkB inh | APJ antag | APJ ag | tim23-1 inh | UPR CHOP act | 697 NFkB inh | Mdm2-MdmX inh | XBP1 UPR activ |
| --- | --- | --- | --- | --- | --- | --- | --- | --- | --- |
| 42 | C=CCC[C@@H](Cc1ccc(F)cc1)C(=O)OC[C@@H](NC(=O)[C@@H](CC=C)CC(=O)N[C@@H](CO)Cc1ccccc1)C(C)(C)C | 2 | 5 | -3 | 22 | 3.5 | 10 | 33 | 3 |
| 43 | COc1ccc2nc(SCC(=O)C(C)(C)C)[nH]c2c1 | -43 | 14 | -2 | 6 | 4.7 | -63 | -51 | 2 |

Sorted by molar mass (ascending): some entries from above.
#	Structure	Jurkat NFkB inh	APJ antag	APJ ag	tim23-1 inh
35	O=C(O)/C=C/C(O)c1ccc(Cl)cc1 (stereo not drawn)	-3	10	-5	12
34	COCCNC(=O)NC(=O)CSc1nc(C)c(C)c(C)n1	-21	-6	-2	20
37	COc1ccccc1C(=O)NC(=O)COC(=O)/C(=C/c1ccccc1)NC(C)=O	-4	19	5	23

#	UPR CHOP act	697 NFkB inh	Mdm2-MdmX inh	XBP1 UPR activ
35	-1.5	24	-18	-5
34	0.7	-28	12	-2
37	-0.4	-4	7	-5

Remaining list, next part:
#	Structure	Jurkat NFkB inh	APJ antag	APJ ag	tim23-1 inh
46	Cc1sc2ncnc(OCc3nnc(-c4cccs4)o3)c2c1C	4	23	-1	22
47	Cc1ccc(S(=O)(=O)Nc2ccc(NC(=O)Nc3ccc(F)cc3F)cc2)cc1	6	-16	-1	-2
48	COc1ccccc1CCNC(=O)C(=O)NCCC1CCCCN1S(=O)(=O)c1ccccc1 (stereo not drawn)	1	5	-3	26
49	O=C(CCNS(=O)(=O)c1ccc(Br)s1)NC1CCCC1	-2	-6	0	13
50	OCCCCNc1cccc2ccccc12	20	-11	4	28
51	CC(C)(C)c1ccc(OCC(=O)N/N=C/c2cc(Br)ccc2OC(=O)c2ccco2)cc1	-2	-3	-4	2
52	Cc1ccc2c(c1)/C(=C/c1ccccc1F)C(=O)N2	-15	16	-5	49
53	CCOC(=O)c1cc(CC)sc1NC(=O)COC(=O)C1CCC1	-5	1	-3	15
54	COC(=O)C1CCN(C(=O)C23CCC(C)(C(=O)O2)C3(C)C)CC1 (stereo not drawn)	16	19	-4	0
55	O=C(NC(=S)NCC1CCCO1)c1cccs1 (stereo not drawn)	-15	-1	0	17
56	COc1ccc(CCN2C(=O)c3cccc4cccc(c34)C2=O)cc1OC	4	18	-4	-10
57	CC(C)c1ccc(C(=O)N2CCN(CCO)CC2)cc1	4	-12	0	6
58	Cc1ccnc(SCC(=O)N2CCc3ccccc32)n1	-39	5	-3	11
59	COc1ccccc1NS(=O)(=O)c1cc(NC(=O)Cn2cnc3c2c(=O)n(C)c(=O)n3C)ccc1C	5	-5	1	8
60	COc1ccc(S(=O)(=O)Nc2ccc(O)c3ccccc23)cc1	24	-5	1	42

#	UPR CHOP act	697 NFkB inh	Mdm2-MdmX inh	XBP1 UPR activ
46	-1.5	-2	-5	-2
47	0.3	-6	42	-6
48	-0.1	-12	8	-1
49	-1.3	12	1	-1
50	1.6	-22	21	9
51	26	21	82*	-1
52	0.8	6	36	1
53	0.2	-10	4	-1
54	-1.0	13	21	-4
55	0.5	-53	-15	2
56	0.1	4	36	3
57	1.1	8	12	-1
58	5.9	-33	-46	-1
59	1.4	-43	1	1
60	18	29	47	1

Source: PubChem (Sanford-Burnham Center for Chemical Genomics)
